PV pol inh: poliovirus RdRp elongation inhibitors, primary screen, biochemical, fluorescence polarization, total intensity; Genome polyprotein (Poliovirus type 1 (strain Mahoney)), P03300; poliovirus polymerase elongation; active compounds read low; % elongation, % (compound at 16.7 µg/mL); 0.66% of 150,000 active; in the data active = % elongation below about 90%; also: some results filed as inactive read as strong as hits
Target sequence (P03300 1749-2209 limits assumed): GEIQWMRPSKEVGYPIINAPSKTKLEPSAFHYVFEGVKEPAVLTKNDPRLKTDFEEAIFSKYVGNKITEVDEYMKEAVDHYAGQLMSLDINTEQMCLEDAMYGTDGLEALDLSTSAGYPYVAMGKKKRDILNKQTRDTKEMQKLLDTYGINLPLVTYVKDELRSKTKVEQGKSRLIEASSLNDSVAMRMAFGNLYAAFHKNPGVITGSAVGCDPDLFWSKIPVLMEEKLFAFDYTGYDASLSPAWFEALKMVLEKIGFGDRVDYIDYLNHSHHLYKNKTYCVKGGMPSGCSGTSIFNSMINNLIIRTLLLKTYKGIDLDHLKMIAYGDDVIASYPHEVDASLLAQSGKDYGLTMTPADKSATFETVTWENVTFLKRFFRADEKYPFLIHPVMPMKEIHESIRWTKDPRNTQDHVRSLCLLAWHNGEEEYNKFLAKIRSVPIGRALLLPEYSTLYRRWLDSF
PV pol inh FP z-score: recorded beside PV pol inh, whose call it bears; z-score; measured here: FP z-score; hits read low
The depositor's hits bear a star; & = joins results of further samples. Not all compounds are listed; count on the stated rates, not on these rows.

Compound,PV pol inh FP z-score,PV pol inh
O=C(CCn1[nH]c(=O)ccc1=O)Nc1ccc(-c2cc3ccccc3o2)cc1,0,102.0
CCN1C(=O)C(Cc2nc3ccccc3c(=O)n2-c2ccccc2)c2cc(Br)ccc21 (stereo unspecified),-0.7,105.0
CCOc1cc(C(=O)O)c(N)cc1OC,-2.4*,87.0*
CCCc1cc(=O)[nH]c(SCC(=O)N2CC3(C)CC2CC(C)(C)C3)n1 (stereo unspecified),0.2,104.0
CCN(CC)S(=O)(=O)c1cccc(C(=O)Nc2ccccc2)c1,0,102.0
COC(=O)C(C(=O)OC)c1nc2ccccc2nc1Cl,-0.3,99.0
CCCCN(C)C(=O)c1ccc2c(c1)N(Cc1cccc(Cl)c1)C(=O)c1ccccc1S2=O (stereo unspecified),-0.1,105.0
COc1ccc(CCN2C(=O)N(c3ccc(F)cc3)C(=O)C2CC(=O)Nc2ccc(OC)cc2)cc1 (stereo unspecified),-0.2,103.0
CC1CCc2nc(NNC(=O)CN3CCCC3)nc(C(F)(F)F)c2C1 (stereo unspecified),-0.4,100.0
Cc1csc(=O)n1CC(=O)NC(C)C12CC3CC(CC(C3)C1)C2 (stereo unspecified),0.7,108.0
CC(C)NC(=O)CSCc1cnn(-c2ccccc2)c1-n1cccc1,0.8,105.0
CC1(C)Cc2c(sc3ncn4nc(-c5ccccc5)nc4c23)C(C)(C)N1,0,101.0
COc1ccc(C2c3cc(OC)c(OC)cc3CC(=O)N2NC(=O)c2ccco2)cc1 (stereo unspecified),0,100.0
Cc1ccc(-c2nnc(SCc3cccc(S(=O)(=O)N4CCOCC4)c3)n2N)cc1,-0.5,97.0
COc1ccc(C2SCC(C(=O)O)N2C(C)=O)cc1 (stereo unspecified),0.2,102.0
COc1cc(OC)cc(C(=O)Nc2cc3nn(-c4ccccc4)nc3cc2Cl)c1,-0.9,100.0
Cc1cc(C)cc(NC(=O)C2CCCN(C(=O)c3cnn(-c4ccccc4)c3-n3cccc3)C2)c1 (stereo unspecified),-0.1,107.0
CCOC(=O)Cc1c(C)[nH]c(=O)[nH]c1=O,0,102.0
O=C(Nc1ccc(NC(=O)C2CC2)cc1)C1CC1,-0.2,99.0
Cc1cc(NC(=O)CSc2nc3c([nH]c4ccccc43)c(=O)n2-c2ccccc2)no1,-2.2,98.0
CCn1c(=O)c(-c2c(C)nn(-c3ccccc3)c2C)nc2cc(S(=O)(=O)N(C)C)ccc21,-0.1,102.0
COc1ccc2c(c1)sc1ncc(C(=O)NCc3cccc(C)c3)c(=O)n12,-0.3,109.0
CC1(C)c2sc(=O)[nH]c2SC2C(=O)N(CC(=O)N3CCOCC3)C(=O)C21 (stereo unspecified),-0.4,99.0
CCC1=C(c2ccc(C)cc2)S(=O)(=O)N=C1N1CCC(C(=O)N2CCC(C)CC2)CC1,-0.2,100.0
COc1ccc(OCC(=O)Nc2c[nH]c(=O)[nH]c2=O)cc1,-0.1,103.0

(cont.)
Compound,PV pol inh FP z-score,PV pol inh
COC(=O)c1c(C(C)(C)C)oc2c1cc(NS(=O)(=O)c1ccc(C)cc1)c1ccccc12,0.3,102.0
COC(=O)c1ccc(NC(=S)NC(=O)C2CC2)cc1,-0.6,99.0
Cc1ccc(C)c(OCCC(=O)N2CCN(S(=O)(=O)c3cc(F)ccc3F)CC2)c1,-0.2,101.0
COc1ccc(CCn2nnnc2CN2CCN(Cc3ccccc3)CC2)cc1OC,0.2,102.0
CCSc1nnc2c(n1)OC(CC)N(C(C)=O)c1ccccc1-2 (stereo unspecified),-0.3,104.0
O=S(=O)(c1ccc(NC(=S)NCc2ccco2)cc1)N1CCCC1,-0.3,99.0
O=C(O)c1cccc(Nc2ccnc3cc(Cl)ccc23)c1,-0.1,100.0
Cc1c(Cc2ccccc2)sc(/N=C/c2ccc(Cl)cc2)c1C(N)=O,-0.6,97.0
CCOC(=O)c1ccc2c(c1)nc(SC/C(O)=C(\C#N)c1nc3ccccc3[nH]1)n2CC,2,117.0
Cc1cc(C)cc(C(=O)Nc2ccc(-c3cn4cccnc4n3)cc2)c1,0,105.0
CCCCNC(=O)C1CCN(Cc2ccccc2OCC)CC1,0.4,102.0
Cc1ccc(C)n1-c1nn(S(=O)(=O)c2cccc3cccnc23)c2cccc(F)c12,0.2,103.0
Cc1onc(-c2ccccc2)c1C(=O)Nc1cccnc1,0.5,107.0
COc1cc(OC)c(NC(=O)Cn2nc(C)n3cccc3c2=O)cc1Cl,0.3,113.0
COc1cc(OC)cc(C(=O)Nc2nc(-c3nnn(-c4ccc(C)cc4)c3C)ns2)c1,-2.2,96.0
[O-]/[N+](=C/c1ccco1)c1ccccc1,0,101.0
CCCN1C(=O)/C(=c2\sc3n(c2=O)C(c2ccccc2)C(C(=O)OC)=C(C)N=3)c2ccccc21 (stereo unspecified),-0.5,100.0
COc1cccc2c1NC1CC(C)CCC1C2(C)C (stereo unspecified),0.6,103.0
COc1ccc(CNC(=O)Cc2c(C)c3c(cc(C)c4c(C)c(C)oc43)oc2=O)cc1,1.6,115.0
COc1cccc(NC(=O)c2ccc(-c3nc(COc4ccccc4)c(C)o3)cc2)c1,-0.1,102.0
CCOC(=O)N1CCC(NS(=O)(=O)c2ccc3[nH]c4c(c3c2)CCCC4)CC1,0.5,103.0
O=C(CN1C(=O)COc2ccc(S(=O)(=O)N3CCOCC3)cc21)Nc1ccc(F)c(Cl)c1,-0.6,109.0
O=C(Nc1cccs1)Nc1cc(C(F)(F)F)ccc1Cl,1.2,115.0
CCN(CC)C(=O)Cn1c(=O)cc(C)c2c(C)nn(C)c21,-0.1,104.0
COc1ccc(-c2ccc(NS(=O)(=O)c3ccc(F)c(C(F)(F)F)c3)cc2)nn1,-1.9,98.0

The results go on.
Compound,PV pol inh FP z-score,PV pol inh
O=C1CNC(=S)N1CCC1=CCCCC1,0.2,104.0
O=C(CN1C(=O)c2ccccc2C1=O)NC1CCCCC1,0.7,104.0
Cc1ccccc1CNS(=O)(=O)c1csc(C(N)=O)c1,1.5,114.0
COc1ccc(NC(=O)CS(=O)CC(=O)Nc2ccc(NC(C)=O)cc2)cc1 (stereo unspecified),0.2,103.0
CCCCN(C)C1=Nc2cccc3cccc1c23,-0.6,98.0
CCOC(=O)C1CCCN(C(=O)CCCC(=O)n2ncc3cc(C)ccc32)C1 (stereo unspecified),1.2,106.0
CC1CCN(c2nc3ccccc3nc2C(F)(F)F)CC1,0.6,110.0
O=C(CC1OC(=O)c2ccccc21)c1ccc(Cl)s1 (stereo unspecified),-2.6*,85.0*
O=C1OC(c2ccccc2)=N/C1=C\C=C\c1ccco1,0,102.0
Fc1cccc(Nc2nc(-c3ccccc3)no2)c1,1.8,104.0
COc1ccc(-c2nnc(SC3CCOC3=O)n2-c2ccccc2)cc1 (stereo unspecified),-0.2,100.0
Cc1ccc(NC(=O)c2cc(C)nn2-c2ccccc2)cc1,0.5,107.0
N#Cc1ccc(C(=O)N2CC=C(c3ccccc3)CC2)cc1,0.5,102.0
CC(C)(C)OC(=O)N1CCC(c2c(C(=O)Nc3cccc(C(F)(F)F)c3)cnn2-c2ccc(F)cc2F)CC1,-0.5,103.0
COc1cc2c(cc1OC)C(COc1ccccc1OC)N(C(=O)c1ccc(S(=O)(=O)N3CCCC3)cc1)CC2 (stereo unspecified),0.6,111.0
COc1ccc(-c2nnc(C3CCN(S(=O)(=O)c4cccc(Cl)c4)CC3)o2)cc1,0.1,106.0
O=C(CSc1n[nH]c(-c2ccc(F)cc2)n1)NCc1ccccc1Cl,0.6,111.0
Cc1coc2c1c(C)cc1oc(=O)c(CC(=O)NCCc3ccc(Cl)cc3)c(C)c12,1.5,115.0
Cc1csc2nc(CCNC(=O)CC3CCCC3)cn12,0.4,103.0
C=CCn1c(COc2cccc3cccnc23)nnc1SCCC(=O)O,-0.1,101.0
O=C(CSc1nc2c(c(=O)n1Cc1ccccc1)SCC2)NC1CCCC1,-0.1,101.0
COc1cc(C2c3c(oc4ccc(F)cc4c3=O)C(=O)N2c2nc(C)c(C)s2)cc(OC)c1OC (stereo unspecified),-0.7,101.0
Fc1cccc(Cl)c1C=NCc1ccc(Cl)cc1,0.1,103.0
Cn1c(CN2CCCCC2)nc2cc(NC(=O)c3cccc(Br)c3)ccc21,-0.2,112.0
CCC(CC)NC(=O)C1c2ccccc2Oc2ccccc21,-0.4,100.0

Single records, as listed above:
COc1ccc(NC(=O)CS(=O)CC(=O)Nc2ccc(NC(C)=O)cc2)cc1 (stereo unspecified) reads PV pol inh FP z-score = 0.2; PV pol inh = 103.0
Cc1ccccc1CNS(=O)(=O)c1csc(C(N)=O)c1 reads PV pol inh FP z-score = 1.5; PV pol inh = 114.0
COc1ccc(-c2nnc(C3CCN(S(=O)(=O)c4cccc(Cl)c4)CC3)o2)cc1 reads PV pol inh FP z-score = 0.1; PV pol inh = 106.0

(continued)
Compound,PV pol inh FP z-score,PV pol inh
CC(C)CC(NS(=O)(=O)c1ccc2c(c1)CCCC(=O)N2)C(=O)N1CCOCC1 (stereo unspecified),0.7,102.0
Cc1ccccc1Cn1c(C)c(/C=C2\SC(N)=NC2=O)c2ccccc21,-0.7,97.0
COc1ccc2[nH]c3c(=O)n(CCCCC(=O)NCc4ccccc4)c(=S)[nH]c3c2c1,0.1,101.0
CC1(C)CC2CC(C)(CN2S(=O)(=O)c2cccc(C(N)=O)c2)C1 (stereo unspecified),-0.6,97.0
CCN(CC)C(=O)c1ccccc1Nc1ccc(SC(F)F)cc1,0.4,104.0
Cc1ccccc1NC(=O)CSc1nc2ccc(NC(=O)CCc3ccccc3)cc2s1,0,107.0
COc1ccc(C)cc1NC(=O)N1CCN(c2cc(-c3noc(C)n3)ccc2C)CC1,-1.7,100.0
O=C(Oc1ccc(OC(=O)c2ccco2)cc1)c1ccco1,0,103.0
Cc1ccc2[nH]c(=O)c(CN(Cc3ccccc3)C(=O)c3ccco3)cc2c1,0,102.0
Nc1ccccc1-c1n[nH]c(C2CC2)n1,-0.5,99.0
Cn1cc(C(=O)O)c(=O)c2cc(S(=O)(=O)N3CCOCC3)ccc21,-1.8,99.0
CC(C)N(C(=O)CSc1nnc(NC2CC2)s1)c1ccccc1,0.5,108.0
CN(C)c1ccc(CNC(=O)CCn2c(=O)c3cccn3c3ccc(F)cc32)cc1,0.4,109.0
CC(C)(C)CC(=O)NC1CCCCCCC1,0,100.0
O=C(Nc1ccccc1C(F)(F)F)c1ccccn1,0.1,104.0
CCN(C(=O)c1ccc2c(c1)CCO2)c1cccc2ccccc12,-0.4,102.0
CN(C)CCS(=O)c1ccccc1 (stereo unspecified),0.4,101.0
CCCCCCCCCC(=O)OCC(CO)OC(=O)CCCCCCCCC (stereo unspecified),-0.6&0.5,100.0&102.0
Cc1c(Cl)cccc1NC(=O)C(CCS(C)(=O)=O)N1Cc2ccccc2C1=O (stereo unspecified),0.6,110.0
CCOC(=O)N1CCC(Nc2nc(OC)nc(OC)n2)CC1,0.1,102.0
COc1ccc(CNS(=O)(=O)c2cc3c(cc2C)N(C)CCO3)cc1,-0.4,104.0
COc1ccc(OCCOC(=O)C23CCC(=O)N2c2ccccc2C(=O)N3C2CC2)cc1 (stereo unspecified),-0.4,102.0
COc1cccc(-n2c(SCC(=O)Nc3cccc(Cl)c3)nc3c(oc4ccccc43)c2=O)c1,-0.3,103.0
OCCN1CCSC1=Nc1ccccc1C(F)(F)F,-0.8,95.0
Cc1c(NC(=O)c2ccccc2)cc(C(C)C)c(O)c1S(=O)(=O)c1ccc(Cl)cc1,-0.1,102.0

Additional results:
Compound,PV pol inh FP z-score,PV pol inh
COc1ccccc1N1CCN(CC(O)COc2cc(C)cc(C)c2)CC1 (stereo unspecified),-2.3,97.0
O=C(c1cc2nc(-c3ccco3)cc(C(F)(F)F)n2n1)N1CCCc2ccccc21,0.4,103.0
N#Cc1ccc(-c2cccnc2)n(CC(=O)NC2CCCCC2)c1=O,0.2,103.0
CCCS(=O)(=O)c1ncc(Cl)c(C(=O)Nc2scc(-c3ccccc3)c2C(=O)OCC)n1,0.6,123.0
CC(CNC(=O)C1CCN(C(=O)N2CCOc3ccc(Cl)cc32)CC1)c1ccccc1 (stereo unspecified),0.4,109.0
CN1CCC23c4ccccc4NC1C21CCN(C)C3Nc2ccccc21,0.2,101.0
CCC(C)(C)NC(=O)c1ccc(S(=O)(=O)N2CCCC2)cc1,-0.4,100.0
CCn1cc(C(=O)N2CCN(C)CC2)c(=O)c2cc(S(=O)(=O)N(C)C)ccc21,0.2,102.0
CCOC(=O)c1ccccc1NC(=O)CSc1nc2cn(CC)nc2c(=O)n1Cc1ccc(Cl)cc1,-0.2,105.0
COc1cccc(-c2cn3c(n2)sc2cc(C(=O)NCC4CCCO4)ccc23)c1 (stereo unspecified),-0.1,102.0
Cc1cc(C(=O)CSc2nc(N)cc(=O)[nH]2)c(C)n1C,0.5,107.0
CCN(CC)S(=O)(=O)c1ccc(/C=C/C(=O)OCc2nnc(-c3ccccc3)o2)cc1,-0.6,100.0

4 entries already listed, sorted by number of heavy atoms, descending.
Compound,PV pol inh FP z-score,PV pol inh
CCCS(=O)(=O)c1ncc(Cl)c(C(=O)Nc2scc(-c3ccccc3)c2C(=O)OCC)n1,0.6,123.0
COc1cccc(-c2cn3c(n2)sc2cc(C(=O)NCC4CCCO4)ccc23)c1 (stereo unspecified),-0.1,102.0
N#Cc1ccc(-c2cccnc2)n(CC(=O)NC2CCCCC2)c1=O,0.2,103.0
Cc1cc(C(=O)CSc2nc(N)cc(=O)[nH]2)c(C)n1C,0.5,107.0
